High-throughput results from PubChem.
CHRM1 PAM: potentiates human M1 receptor response to acetylcholine; P11229; CHO-K1 hM1, Fluo-8 calcium fluorescence, ACh EC20; 0% = ACh EC20, 100% = maximal ACh; activation, % at 3 µM; hit rate 0.088% among 360,000; in the data active = activation above about 19%, passing the limit was not always enough
TAAR1 agonist: agonists of human TAAR1; CHO RD-HGA16 TAAR1, Fluo-8 calcium fluorescence; vehicle wells 0%, saturating PEA agonist 100%; activation, % at 3 µM; hit rate 0.99% among 360,000; AID 624467;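 active = activation above the mean activation of all test compounds in the run plus 3 SD, cut at about 38% in these data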
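Test system: RD-HGA16 (CHO) cells co-expressing Gα16 and hTAAR1 | Doses: Single dose, 3 µM | Schedule: 17-24 h seeding, 75 min 37 °C dye, 30 min RT | Evaluation: % activation from peak over basal fluorescence ratio, DMSO-to-PEA scaled | Technique: Kinetic Fluo-8 calcium fluorescence | Benchmarks: Low control DMSO, high control PEA (EC100)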
V1aR counter: V1a receptor agonism, counter-screen for OXTR agonists | P37288 | CHO-V1R cells, Fluo-8 calcium fluorescence, agonist mode; 0% DMSO, 100% 3 nM vasopressin | activation, % at 3 µM | hit rate 0.25% among 320,000;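 active = activation above the mean activation of all tested compounds plus 3 SD, per screening run, cut at about 20% in these data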;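 also: signal is peak over basal fluorescence ratio across a 100 second FLIPR read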
Target sequence (P37288 whole entry, looked up): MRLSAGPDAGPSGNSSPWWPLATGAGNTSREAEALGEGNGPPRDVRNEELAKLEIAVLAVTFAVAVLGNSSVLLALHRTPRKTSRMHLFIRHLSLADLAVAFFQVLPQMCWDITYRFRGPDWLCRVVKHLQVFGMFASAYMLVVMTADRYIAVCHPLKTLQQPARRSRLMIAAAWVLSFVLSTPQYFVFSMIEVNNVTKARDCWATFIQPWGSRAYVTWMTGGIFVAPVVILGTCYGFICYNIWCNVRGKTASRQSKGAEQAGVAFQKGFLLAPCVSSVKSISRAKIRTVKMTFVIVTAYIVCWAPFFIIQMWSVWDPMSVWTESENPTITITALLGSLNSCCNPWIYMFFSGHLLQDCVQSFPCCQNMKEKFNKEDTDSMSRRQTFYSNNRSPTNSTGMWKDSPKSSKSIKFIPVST
TAAR1 antagonist: human TAAR1 antagonism; Q96RJ0; CHO RD-HGA16 TAAR1, Fluo-8 calcium fluorescence, antagonist; inhibition, % at 3 µM; hit rate 1.5% among 360,000; AID 624466;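 active = inhibition above a per-plate cutoff, the mean inhibition of test compounds on that plate plus 3 SD, cut at about 49% in these data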;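 also: 0% = DMSO plus EC80 beta-PEA response and 100% = DMSO alone without agonist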
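Test system: RD-HGA16 CHO cells with stable hTAAR1 and Gα16 / Probe or stimulus: EC80 β-phenethylamine stimulus / Times: seeding 17-24 h prior, 75-min 37 °C, 30-min RT dye loading / Detection: Fluo-8 calcium-sensitive fluorescence / Read-out basis: % inhibition scaled between DMSO and EC80 PEA controls / Repeats: singlicate, one well per test compound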
OXTR potentiate: potentiators of human oxytocin receptor; CHO-OTR cells, Fluo-8 calcium fluorescence, potentiator mode; 0% = oxytocin EC15, 100% = EC100; activation, % at 3 µM; hit rate 0.061% among 320,000;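 active = activation above that plate's cutoff, the mean activation of tested compounds plus 3 SD, cut at about 6.6% in these data, passing the limit was not always enough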;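 also: 100% uses oxytocin at 75 nM as the full agonist control; some results filed as inactive read as strong as hits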
Target sequence (P30559 whole entry, looked up): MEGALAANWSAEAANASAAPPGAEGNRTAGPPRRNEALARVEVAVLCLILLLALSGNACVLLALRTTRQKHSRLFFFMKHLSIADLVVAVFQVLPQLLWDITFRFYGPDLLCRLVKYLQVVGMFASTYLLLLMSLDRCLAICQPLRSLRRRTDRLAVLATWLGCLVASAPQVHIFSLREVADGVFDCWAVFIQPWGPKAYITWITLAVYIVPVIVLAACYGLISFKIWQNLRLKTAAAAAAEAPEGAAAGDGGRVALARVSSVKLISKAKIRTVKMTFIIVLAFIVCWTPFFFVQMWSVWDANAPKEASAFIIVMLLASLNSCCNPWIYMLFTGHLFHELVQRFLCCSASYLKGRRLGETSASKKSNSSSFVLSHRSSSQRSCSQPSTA
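System: human OTR in CHO cells; Also added: sub-maximal oxytocin, roughly EC15; Timing: compound 6 min at room temperature before oxytocin, 100 s read; Technique: Fluo-8 intracellular calcium fluorescence, ex 470-495, em 515-575 nm; Controls: oxytocin EC15 low and EC100 high; Replication: singlicate.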
OXTR ag: activates the human oxytocin receptor | P30559 | CHO-OTR cells, Fluo-8 calcium fluorescence; normalized: DMSO 0%, oxytocin 100% | activation, % at 3 µM | hit rate 0.32% among 320,000 | AID 2435;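 active = activation above the mean of all tested compounds plus 3 SD, cutoff set per screening run, cut at about 20% in these data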;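 also: peak over basal fluorescence ratio from a 100 s FLIPR kinetic read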
CHRM1 antagonist: antagonists of human M1 muscarinic receptor. hit rate 1.3% among 360,000. CHO-K1 hM1, Fluo-8 calcium fluorescence, ACh EC80 antagonist. P11229. inhibition, % at 3 µM;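 active = percent inhibition above its own plate's cutoff, namely the mean of that plate's compound wells plus 3 SD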;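 also: peak over basal fluorescence ratio during 140 s after agonist addition; 0% = ACh EC80 plus DMSO and 100% = DMSO alone without agonist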
CHRM1 agonist: activates human CHRM1 receptor; P11229; AID 588814; activation, % at 3 µM; CHO-K1 hM1, Fluo-8 calcium fluorescence, agonist mode; 0% DMSO, 100% acetylcholine EC100; hit rate 0.33% among 360,000;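 active = activation above the run's mean compound activation plus 3 SD, cut at about 16% in these data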;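 also: peak over basal fluorescence ratio within a 140 s kinetic read after compound addition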
CHO parental Ca: counter-screen for OX1R antagonists: effect in parental CHO cells | inhibition, % at 5.6 µM | hit rate 0.63% among 330,000 | parental CHO-K1, ATP-induced calcium, Fluo-8 fluorescence;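 active = inhibition above that plate's mean sample inhibition plus 3 SD, cut at about 26% in these data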;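 also: 0% = ATP-challenged DMSO wells and 100% = DMSO wells without ATP; some compounds past the cut are filed as inactive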
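Material: parental CHO cells / Compound: single nominal dose of 5.6 µM per compound / Signal: Fluo-8 fluorescence / Replicates: singlicate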
Starred values were filed as active, the others as inactive. Not a hit list (roughly 3.7% active in at least one column).

How did Cc1cccc(NC(=O)c2ccc3nc(N4CCOCC4)sc3c2)c1C do in these assays?
CHRM1 PAM: -3; TAAR1 agonist: 7; V1aR counter: 2.6; TAAR1 antagonist: 27; OXTR potentiate: -9; OXTR ag: 1.6; CHRM1 antagonist: 3; CHRM1 agonist: 0; CHO parental Ca: -3

What do the screens show for `O=c1[nH]c2ccc(S(=O)(=O)NCCO)cc2[nH]1`?
CHRM1 PAM: 3; TAAR1 agonist: 11; V1aR counter: 1.2; TAAR1 antagonist: -2; OXTR potentiate: -5; OXTR ag: 1.9; CHRM1 antagonist: -8; CHRM1 agonist: -2; CHO parental Ca: -9

How did O=C(O)c1cccc2c1C(=O)N(c1ccc3c(c1)Cc1ccccc1-3)C2=O do in these assays?
CHRM1 PAM: -1; TAAR1 agonist: 1; TAAR1 antagonist: -2; CHRM1 antagonist: -3; CHRM1 agonist: -1

How did Cc1ccc2sc(N(CCCN(C)C)C(=O)c3ccc(Br)s3)nc2c1C do in these assays?
CHRM1 PAM: -10; TAAR1 agonist: 27; V1aR counter: 6.0; TAAR1 antagonist: 19; OXTR potentiate: -4; OXTR ag: 6.8; CHRM1 antagonist: 26; CHRM1 agonist: 9; CHO parental Ca: 2

Results for CCN(CC)CCN1C(=O)c2oc3ccccc3c(=O)c2C1c1ccc(F)cc1 (configuration not stated) ?
CHRM1 PAM: -2; TAAR1 agonist: 3; V1aR counter: 0.3; TAAR1 antagonist: 16; OXTR potentiate: -1; OXTR ag: 1.3; CHRM1 antagonist: 1; CHRM1 agonist: -14; CHO parental Ca: -7

How did COc1cccc(O)c1CN1CCC(C(=O)Nc2ccc(Oc3cccnc3)cc2)CC1 do in these assays?
CHRM1 PAM: 7; TAAR1 agonist: 7; V1aR counter: 8.0; TAAR1 antagonist: 7; OXTR potentiate: -3; OXTR ag: 3.5; CHRM1 antagonist: -11; CHRM1 agonist: -4; CHO parental Ca: 0

Results for CCC1NC(=S)NC(C)=C1C(=O)c1ccccc1 (configuration not stated) ?
CHRM1 PAM: 9; TAAR1 agonist: 8; V1aR counter: 0.7; TAAR1 antagonist: 12; OXTR potentiate: -4; OXTR ag: -0.2; CHRM1 antagonist: -10; CHRM1 agonist: -4; CHO parental Ca: -14

Results for O=C(CSc1ncccn1)NN=C1CCCCCCC1 ?
CHRM1 PAM: 5; TAAR1 agonist: 9; V1aR counter: -0.3; TAAR1 antagonist: 13; OXTR potentiate: -16; OXTR ag: 0.1; CHRM1 antagonist: -5; CHRM1 agonist: -3; CHO parental Ca: -12

Results for COC(=O)C1=C(C)NC=C([N+](=O)[O-])C1c1ccc(OC)cc1 (configuration not stated) ?
CHRM1 PAM: 15; TAAR1 agonist: 13; V1aR counter: 2.5; TAAR1 antagonist: -5; OXTR potentiate: -6; OXTR ag: 1.6; CHRM1 antagonist: -10; CHRM1 agonist: -6; CHO parental Ca: -18

Results for COc1ccc(CCC(=O)N2CCN(S(=O)(=O)c3ccc(OC)c([N+](=O)[O-])c3)CC2)cc1 ?
CHRM1 PAM: 5; TAAR1 agonist: 0; TAAR1 antagonist: -3; CHRM1 antagonist: -14; CHRM1 agonist: -7

What do the screens show for `CCc1[nH]nc2c1C1(CCOC1C)C(C#N)=C(N)O2` (configuration not stated)?
CHRM1 PAM: 0; TAAR1 agonist: 18; V1aR counter: 0.2; TAAR1 antagonist: -5; OXTR potentiate: -5; OXTR ag: 0.6; CHRM1 antagonist: 5; CHRM1 agonist: -1; CHO parental Ca: -8

What do the screens show for `Cc1ccccc1CS(=O)(=O)Cc1ccc(C(=O)NCCCN2CC(C)CC(C)C2)o1` (configuration not stated)?
CHRM1 PAM: 3; TAAR1 agonist: 0; V1aR counter: 0.2; TAAR1 antagonist: -31; OXTR potentiate: -3; OXTR ag: -0.9; CHRM1 antagonist: -5; CHRM1 agonist: -5; CHO parental Ca: -20

Results for Cn1cccc1C(C#N)c1cccc(F)c1C#N (configuration not stated) ?
CHRM1 PAM: -3; TAAR1 agonist: -1; V1aR counter: -1.1; TAAR1 antagonist: 4; OXTR potentiate: -6; OXTR ag: -0.9; CHRM1 antagonist: 2; CHRM1 agonist: -10; CHO parental Ca: -14

Results for CCOc1nc(NCCO)nc(Nc2cc(Cl)ccc2OC)n1 ?
CHRM1 PAM: 13; TAAR1 agonist: 6; V1aR counter: -0.2; TAAR1 antagonist: 20; OXTR potentiate: -8; OXTR ag: -0.6; CHRM1 antagonist: -11; CHRM1 agonist: -2; CHO parental Ca: -8

How did CCCN(CC(=O)Nc1ccccc1C)C(=O)c1ccc(-c2ccc(C(C)=O)cc2)o1 do in these assays?
CHRM1 PAM: 1; V1aR counter: 2.1; OXTR potentiate: -13; OXTR ag: -1.2; CHRM1 antagonist: -2; CHRM1 agonist: -2; CHO parental Ca: -19

The last 2 entries of the section above come first, to join the parts.
Results for CCOc1nc(NCCO)nc(Nc2cc(Cl)ccc2OC)n1 ?
CHRM1 PAM: 13; TAAR1 agonist: 6; V1aR counter: -0.2; TAAR1 antagonist: 20; OXTR potentiate: -8; OXTR ag: -0.6; CHRM1 antagonist: -11; CHRM1 agonist: -2; CHO parental Ca: -8

How did CCCN(CC(=O)Nc1ccccc1C)C(=O)c1ccc(-c2ccc(C(C)=O)cc2)o1 do in these assays?
CHRM1 PAM: 1; V1aR counter: 2.1; OXTR potentiate: -13; OXTR ag: -1.2; CHRM1 antagonist: -2; CHRM1 agonist: -2; CHO parental Ca: -19

What do the screens show for `Cc1ccc(S(=O)(=O)Nc2ccccc2CNc2ncc(Br)cc2Br)cc1`?
CHRM1 PAM: 7; TAAR1 agonist: 0; V1aR counter: 0.5; TAAR1 antagonist: 11; OXTR potentiate: -10; OXTR ag: -1.8; CHRM1 antagonist: -5; CHRM1 agonist: -4; CHO parental Ca: 0

What do the screens show for `Cc1ccc(NS(=O)(=O)c2ccc3[nH]c(=O)[nH]c3c2)c(C)c1`?
CHRM1 PAM: 8; TAAR1 agonist: 7; V1aR counter: 0.4; TAAR1 antagonist: -1; OXTR potentiate: -2; OXTR ag: 2.4; CHRM1 antagonist: -9; CHRM1 agonist: -2; CHO parental Ca: 1

Results for O=C(NCCc1cn2ccsc2n1)C1CCCCC1 ?
CHRM1 PAM: 7; TAAR1 agonist: 0; V1aR counter: 1.0; TAAR1 antagonist: -5; OXTR potentiate: 1; OXTR ag: -0.9; CHRM1 antagonist: -12; CHRM1 agonist: -3; CHO parental Ca: -3

Results for O=C(CC12CC3CC(CC(C3)C1)C2)NCc1ccc(F)cc1 ?
CHRM1 PAM: 9; TAAR1 agonist: -2; V1aR counter: 0.5; TAAR1 antagonist: -6; OXTR potentiate: -7; OXTR ag: -2.1; CHRM1 antagonist: -15; CHRM1 agonist: -3; CHO parental Ca: -1

What do the screens show for `CNCC(O)CN1CCN(c2ccccc2OC)CC1` (configuration not stated)?
CHRM1 PAM: 16; TAAR1 agonist: 1; V1aR counter: 0.4; TAAR1 antagonist: -6; OXTR potentiate: 1; OXTR ag: 1.9; CHRM1 antagonist: -10; CHRM1 agonist: -12; CHO parental Ca: 17

How did Cc1ccc(OCC(O)CN2CCCC2)cc1 (configuration not stated) do in these assays?
CHRM1 PAM: 9; TAAR1 agonist: 2; V1aR counter: 0.0; TAAR1 antagonist: -17; OXTR potentiate: -8; OXTR ag: -0.3; CHRM1 antagonist: -10; CHRM1 agonist: -6; CHO parental Ca: -5

What do the screens show for `O=C(Oc1ccc(-c2nnco2)cc1)c1ccco1`?
CHRM1 PAM: 15; TAAR1 agonist: 4; V1aR counter: 1.9; TAAR1 antagonist: -10; OXTR potentiate: -16; OXTR ag: 0.0; CHRM1 antagonist: -8; CHRM1 agonist: -1; CHO parental Ca: -38

How did COc1ccc(OC(C)C(=O)N2CC(C)OC(C)C2)cc1 (configuration not stated) do in these assays?
CHRM1 PAM: -13; TAAR1 agonist: 4; V1aR counter: -0.5; TAAR1 antagonist: 4; OXTR potentiate: -2; OXTR ag: 0.7; CHRM1 antagonist: 25; CHRM1 agonist: -2; CHO parental Ca: 4

How did Cc1nc(SCc2nc3ccccc3[nH]2)c2oc3cc([N+](=O)[O-])ccc3c2n1 do in these assays?
CHRM1 PAM: 4; TAAR1 agonist: 4; V1aR counter: -0.8; TAAR1 antagonist: -3; OXTR potentiate: 2; OXTR ag: -2.3; CHRM1 antagonist: -2; CHRM1 agonist: -3; CHO parental Ca: -24

Results for Cc1ccc(CNC(=O)CSCc2ccccc2F)cc1 ?
CHRM1 PAM: 3; TAAR1 agonist: 0; V1aR counter: -1.5; TAAR1 antagonist: -25; OXTR potentiate: -19; OXTR ag: -2.3; CHRM1 antagonist: -1; CHRM1 agonist: -5; CHO parental Ca: -14

How did CC(C)(C)c1ccc(C(=O)NCCC(=O)NCc2cccs2)cc1 do in these assays?
CHRM1 PAM: 14; TAAR1 agonist: 4; V1aR counter: 2.4; TAAR1 antagonist: -20; OXTR potentiate: -5; OXTR ag: -1.2; CHRM1 antagonist: -18; CHRM1 agonist: -2; CHO parental Ca: -8

How did COC(=O)c1[nH]c2cc(OC)c(OC)cc2c1NC(=O)c1cccc(OC)c1 do in these assays?
CHRM1 PAM: 2; TAAR1 agonist: 8; V1aR counter: 0.1; TAAR1 antagonist: 9; OXTR potentiate: 0; OXTR ag: 0.1; CHRM1 antagonist: -14; CHRM1 agonist: -1; CHO parental Ca: -20

How did N/C(=N\c1nc2c(c(=O)[nH]1)CCC2)Nc1ccccc1 do in these assays?
CHRM1 PAM: 8; TAAR1 agonist: 2; V1aR counter: 0.6; TAAR1 antagonist: 9; OXTR potentiate: -4; OXTR ag: -0.3; CHRM1 antagonist: -1; CHRM1 agonist: -5; CHO parental Ca: -4

Results for CCOc1ccc(CN2CCCC(N3CCN(c4ccc(OC)cc4)CC3)C2)cc1 (configuration not stated) ?
CHRM1 PAM: -19; TAAR1 agonist: -1; V1aR counter: 0.5; TAAR1 antagonist: 4; OXTR potentiate: 1; OXTR ag: 0.1; CHRM1 antagonist: 35*; CHRM1 agonist: -9; CHO parental Ca: -11

What do the screens show for `CC(NC(=O)COC(=O)CCc1ccc(S(=O)(=O)N2CCOCC2)cc1)C1CC2CCC1C2` (configuration not stated)?
CHRM1 PAM: 1; TAAR1 agonist: 0; V1aR counter: 5.5; TAAR1 antagonist: 1; OXTR potentiate: -8; OXTR ag: 1.2; CHRM1 antagonist: 7; CHRM1 agonist: 1; CHO parental Ca: -11
